tim10-1 inh: inhibits growth of tim10-1 mutant yeast; S. cerevisiae tim10-1 ts strain growth, BacTiter-Glo, 24 h; inhibition, % at 20 µM; 2.2% of 330,000 active;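 active = inhibition of at least 40%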;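 note: mutant grown at 25 °C; 0% = DMSO wells with yeast and 100% = wells holding no yeast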
GRIN3A LBD mod: modulators (binders) of human NR3A ligand-binding domain; NR3A LBD differential scanning fluorimetry, Tm shift; 0% = protein alone, 100% = glycine-bound protein; AID 1259313; 2.5% of 340,000 active; Tm shift relative to glycine control, % at 25 µM;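 active = melting temperature shift of at least 10% of the positive control shift, at one fixed dose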
tim23-1 inh: tim23-1 yeast growth inhibition; S. cerevisiae tim23-1 growth, BacTiter-Glo luminescence, 24 h; inhibition, % at 20 µM; 1.3% of 330,000 active; AID 463212;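 active = growth inhibition of the mutant yeast at or above 50%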;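 note: temperature-sensitive mutant grown at 25 °C; plate controls were DMSO-treated mutant yeast for no effect and medium wells lacking yeast for full effect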
APJ ag: agonists of human APJ apelin receptor | activation, % at 20 µM | P35414 | CHO-K1 APJ PathHunter beta-arrestin, luminescence; 0% DMSO wells, 100% apelin | 0.11% of 330,000 active;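 active = activation more than six SD over the plate average, tested at 20 µM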;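 note: 0% = DMSO alone and 100% = apelin-13 at 10 nM; some results filed as inactive read as strong as hits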
Target sequence (P35414 whole entry, looked up): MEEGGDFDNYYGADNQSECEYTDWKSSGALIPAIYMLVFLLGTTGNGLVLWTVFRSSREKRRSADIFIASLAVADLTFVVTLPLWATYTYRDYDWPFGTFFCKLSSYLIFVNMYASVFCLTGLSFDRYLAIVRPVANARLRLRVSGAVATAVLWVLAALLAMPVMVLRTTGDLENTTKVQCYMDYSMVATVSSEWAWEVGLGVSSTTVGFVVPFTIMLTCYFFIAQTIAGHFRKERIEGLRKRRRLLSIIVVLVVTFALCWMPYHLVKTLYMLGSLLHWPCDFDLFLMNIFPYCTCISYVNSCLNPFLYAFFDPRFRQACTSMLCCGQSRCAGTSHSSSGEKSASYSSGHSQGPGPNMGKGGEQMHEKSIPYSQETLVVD
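Assay system: CHO-K1 cells stably expressing ProLink-tagged human APJ and arrestin–beta-gal acceptor. Compound dosing: 20 µM single point, 1% DMSO. Times: 16-18 h seeding, 90 min dark compound exposure, 60 min detection. Detection: beta-gal luminescence. Evaluation: APJ–arrestin association signal. Controls: negative DMSO alone, positive Apelin-13 at 10 nM.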
CHOP UPR activ: activators of apoptotic arm of unfolded protein response (CHOP); 0.34% of 330,000 active; CHO-CHOP luciferase reporter, UPR activation, luminescence; percent of tunicamycin response over DMSO baseline; activation, % at 10 µM;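 active = at 10 µM dose, activation of 40% or more, normalized to positive control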;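 note: 100% = tunicamycin at 10 µg/mL and 0% = DMSO alone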
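Material: CHO-CHOP cells, stable luciferase reporter of PERK-eIF2a-CHOP signalling; quantity: 500 reporter cells seeded per well; buffer or medium: F12 medium containing 10% fetal bovine serum; compound: one dose, 10 µM in 0.5% DMSO; incubation: 6 h compound treatment, 37 °C; measured by: Steady-Glo luciferase luminescence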
TIM10 inh: growth inhibitors of TIM10 yeast strain; 1.4% of 330,000 active; S. cerevisiae TIM10 strain growth, BacTiter-Glo luminescence, 24 h; inhibition, % at 10 µM;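 active = inhibition of 40% or more at the single tested concentration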;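 note: wild-type TIM10 isogenic control strain grown at permissive 25 °C; 0% = DMSO yeast wells and 100% = minimal medium wells without yeast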
NALP3 yeast inh: NALP3 inhibition in yeast. Yeast reconstituted NLRP3/ASC/caspase-1, beta-gal luminescence, 24 h. 0.39% of 330,000 active. AID 2825. inhibition, % at 10 µM;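 active = inhibition of 50% or more; inactive = inhibition below 50%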;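 note: plate controls were induced DMSO wells for no effect and uninduced yeast grown without galactose for full effect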
XBP1 UPR activ: activators of adaptive arm of unfolded protein response (XBP1). CHO-XBP1 luciferase reporter, IRE1-XBP1 UPR activation, luminescence; percent of tunicamycin response, DMSO as zero. activation, % at 20 µM. 0.33% of 330,000 active. AID 463104;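 active = versus positive control, 20 µM dose yields 30% or more activation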;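 note: 100% = tunicamycin at 10 µg/mL and 0% = DMSO only wells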
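assay system = CHO-XBP1 luciferase reporter cells | amount = 1000 cells/well | buffer or medium = F12 plus 10% FBS | compound dosing = single point, 20 µM final compound, 1% DMSO | incubation = 16-18 h cell attachment at 37 °C, then 6 h compound exposure | detection = Steady-Glo luminescence read | controls = tunicamycin 10 µg/mL and vehicle-only wells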
Mdm2-MdmX inh: inhibitors of human Mdm2/MdmX interaction; SaOS-2 split-luciferase Mdm2/MdmX complementation, luminescence; inhibition, % at 8 µM; 3% of 330,000 active;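 active = inhibition of at least 50% at 8 µM in the primary screen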
An asterisk follows results filed as active; · = not tested or not shown.

molecule,tim10-1 inh,GRIN3A LBD mod,tim23-1 inh,APJ ag,CHOP UPR activ,TIM10 inh,NALP3 yeast inh,XBP1 UPR activ,Mdm2-MdmX inh
Cc1nc(CC(=O)c2c(C)cc(O)cc2O)cs1,-6,0,12,-1,-1.7,14,0,3,5
Cc1c(C(=O)NC2CCCc3ccccc32)oc2ccccc12 (stereo unspecified),45*,3,31,-5,-1.4,35,18,1,13
COc1ccccc1OCC(=O)NCCNC(=O)COc1ccccc1OC,9,2,20,-2,0.3,-2,-3,-3,8
CC(C)(C)C1CCC(=NNC(=O)c2cc3c(s2)CCCC3)CC1 (stereo unspecified),16,2,10,-2,0.7,-12,-4,0,-4
COc1cc(/C=C2\SC(=S)N(NC(=O)c3cccnc3)C2=O)ccc1O,11,3,29,-7,0.4,9,6,-1,-11
COCCCNC(=O)Nc1ccc(F)cc1F,-1,2,-5,-2,-0.8,1,-3,-2,0
Cc1ccc(NC(=O)Cc2nnc(N)s2)cc1,-6,-2,6,-4,3.2,7,8,0,6
CCN(CCCNC(=O)CNC(=O)c1nn(-c2ccc(OC)cc2)c(=O)c2ccccc12)c1cccc(C)c1,16,-13,30,-1,2.1,13,29,-8,7
CCN(CC)S(=O)(=O)c1cc(C(=O)OCC(=O)c2ccc3c(c2)NC(=O)CO3)ccc1F,20,0,18,0,-0.5,5,13,0,28
COc1ccc(O)c(-c2cc(-c3cccc(Br)c3)n[nH]2)c1,8,16*,-52,-2,7.7,53*,1,1,-65
CCN(C(=O)/C=C/c1cc(OC)c(OC)c(OC)c1)C1CCCCC1,26,-1,25,-2,-0.1,1,20,-2,8
C/C(=N\NC(=O)c1nnn(-c2nonc2N)c1C(C)C)c1cc(C)sc1C,15,-12,27,-1,1.0,4,-5,-4,25
O=S(=O)(c1ccccc1)N(CC(O)Cn1c2ccccc2c2ccccc21)c1ccccc1 (stereo unspecified),26,9,20,1,0.3,2,18,0,43
O=C1CCC(=O)N1c1ccc(S(=O)(=O)Nc2ccc(Br)cc2)cc1,8,1,7,1,0.2,-9,11,-5,6
O=C1CSC(=S)N1c1cccnc1,18,1,26,-3,-1.7,2,49,-6,33
Cc1ccc(CN2CCC(NC(=O)c3ccccc3)CC2)cc1,-3,-5,5,0,-0.2,-7,15,4,-30
CC(C)Oc1cccc(C(=O)C2CCCN(C(=O)c3csnn3)C2)c1 (stereo unspecified),20,-1,12,-2,0.4,2,7,1,2
Cn1c(=O)c2c(ncn2CC(=O)N2CCN(S(=O)(=O)c3ccc(Cl)cc3)CC2)n(C)c1=O,7,0,9,3,0.7,0,4,-4,1
C=CCOc1ccc(C2/C(=C(\O)c3ccc4c(c3)OCCO4)C(=O)C(=O)N2CCCN2CCOCC2)cc1 (stereo unspecified),3,0,8,-3,-2.3,3,14,-2,21
CCn1c(SCC(=O)c2cc(C)n(CC3CCCO3)c2C)nc2ccccc21 (stereo unspecified),32,-3,42,-2,1.3,40,9,-1,-24
CSc1ncc(-c2ccccc2)cn1,7,0,11,-4,1.1,1,12,0,15
COCCn1nnnc1C(C(C)C)N1CCOCC1 (stereo unspecified),2,0,10,0,-1.3,4,12,-2,1
CCCCN(CCCC)S(=O)(=O)c1ccc(NC(=O)c2cccs2)cc1,24,8,24,0,1.9,11,5,3,-12
O=C(N/N=C(\Cc1ncc[nH]1)c1ccccc1)c1ccccc1,18,·,11,-5,-1.9,25,31,1,76*
CCCn1c(SCC(=O)Nc2ccc(Cl)cn2)nnc1C1CC1,-11,-1,2,-9,1.7,18,-2,0,7
O=C(CN1C(=O)NC2(CCCC2)C1=O)N1CCN(S(=O)(=O)c2ccccc2[N+](=O)[O-])CC1,-27,2,-9,1,0.0,-9,5,1,2
O=C(O)CC1C(=O)NCCN1CCCc1ccccc1 (stereo unspecified),0,0,2,-2,3.7,1,12,0,0
O=C1NC2(CCCCC2)CO1,12,3,13,-5,0.3,-5,16,2,-9
CCc1ccc(NC(=O)Cn2cnc([N+](=O)[O-])c2)cc1,1,0,2,-3,-2.1,4,15,-2,12
CCOC(=O)C(NC(=O)CCl)(Nc1sc(C)c(CC)c1C#N)C(F)(F)F (stereo unspecified),6,0,20,-5,-0.5,9,-4,-3,22
O=C(NC1=NCCS1)c1ccccc1OCc1ccccc1Cl,9,0,45,-5,3.9,25,96*,0,-7
CCOC(=O)[C@H]1[C@H]2COc3ccc(Cl)cc3[C@@H]2N2C(=O)c3ccc(C)cc3NC(=O)[C@@]12C,0,1,15,-5,0.8,9,17,-2,11
CCC(C)(C)NC(=O)C(C(C)C)N(CC1CCCO1)C(=O)CNS(=O)(=O)c1ccccc1 (stereo unspecified),7,1,12,-3,-0.8,-11,20,-2,11
COC(=O)c1cc(Cl)c(NC(=O)/C=C/c2ccc(OC)c(OC)c2)cc1OC,19,0,12,5,-1.3,-1,24,-1,19
COc1ccc(N(C(=O)c2ccncc2)S(=O)(=O)c2ccc3c4c(cccc24)C(=O)N3C)cc1,16,1,18,0,1.0,29,8,-6,32
O=C(CSc1nnc(NC(=O)Cc2ccccc2)s1)NCC1CCCO1 (stereo unspecified),9,-2,0,-3,0.4,-5,16,-1,11
COc1ccc(NC(=O)Cn2c(=O)n(CC3CCCO3)c(=O)c3ccccc32)c(OC)c1 (stereo unspecified),15,1,1,-4,0.2,3,2,-2,0
CCCCN(C(=O)c1ccc(OC)c([N+](=O)[O-])c1)c1c(N)n(CCC)c(=O)[nH]c1=O,6,-4,42,2,1.2,-1,16,-3,-9
O=C(CSc1nc2ccccc2c(=O)[nH]1)Nc1ccccc1O,-17,-1,-6,-1,-0.1,5,15,9,4
Cc1oc2c(c(C)cc3oc(=O)c(CC(=O)NCCCN4CCCC4=O)c(C)c32)c1C,10,-2,0,-2,0.1,2,4,-2,8
CN(Cc1ccco1)S(=O)(=O)c1cc(F)ccc1CN1C(=O)c2cccnc2C1=O,15,2,22,-3,0.0,2,10,-3,17
CC(=O)Nc1ccc(S(=O)(=O)N2CCSc3ccccc32)cc1,12,0,19,-3,-1.6,15,3,-1,48
COc1ccccc1S(=O)Cc1ccc(C(=O)NC2CCCC2)o1 (stereo unspecified),31,-1,11,2,-1.4,8,13,-2,-6
O=C(CSc1nnc(COc2ccc(Br)cc2)o1)NC1CCCCC1,-28,-1,2,-1,3.5,9,14,-2,8
CN1C[C@@H]2C(c3ccc(Cl)nc3)C3(c4ccccc4)CC2(C3)[C@H]1c1ccccc1 (stereo partly specified),17,-2,24,-1,-0.4,21,14,-1,23
CN1CC(=O)N(CC(=O)Nc2cccc(S(=O)(=O)N3CCOCC3)c2)C1=O,27,-2,20,-3,-1.6,3,22,-2,10
COc1ccc(NC(=O)c2cn(-c3ccccc3)nc2-c2ccncc2)cc1,14,-3,6,-1,0.4,12,15,-2,17
O=C1c2cccc3c([N+](=O)[O-])ccc(c23)C(=O)N1CC1CCCO1 (stereo unspecified),71*,1,87*,-2,14,35,5,9,15
COc1ccc(/C=N/n2cnc3c([nH]c4ccc(F)cc43)c2=O)cc1CN1CCCC1,8,1,1,6,13,7,13,14,100*
COc1ccccc1CNC(=O)COC(=O)c1cc(C)nc2ccccc12,-7,-1,12,-3,0.6,-12,3,1,1
CC(C)OP(=O)(OC(C)C)C(Nc1ccccc1)c1cccc([N+](=O)[O-])c1 (stereo unspecified),10,-1,37,0,0.8,27,0,-4,-15
COC(=O)CCCC(=O)N1CCOCCN(C(=O)CCCC(=O)OC)CCOCC1,-12,0,1,0,-1.1,-16,16,-1,16
O=S(=O)(c1ccccc1)N1CCC(N2CCCCCC2)CC1,6,-2,-4,0,0.6,-4,12,0,-1
CC(C)CC(C(=O)Nc1cccc(O)c1)N1C(=O)c2ccccc2C1=O (stereo unspecified),1,5,0,0,1.1,-1,11,-2,13
COCCn1c(N)c(C(=O)NCc2cccs2)c2nc3ccccc3nc21,22,-3,29,-5,2.7,15,7,2,2
CCCCNC(=S)N1CCN(C)CC1,-2,1,-4,-2,0.0,9,19,-1,-24
CCOc1ccc(C(=O)C(C)OC(=O)CN2C(=O)NC(C)(C)C2=O)cc1 (stereo unspecified),2,1,19,1,5.4,-5,28,-1,23
O=C(Nc1nc(-c2ccc(Br)cc2)cs1)c1cccnc1,25,1,-10,2,0.2,-6,10,0,12
CN(C)S(=O)(=O)N(CC(=O)NCc1ccccc1)c1ccccc1,-3,1,1,0,-0.3,-2,5,-3,-13
O=C1N(CN2C(=O)C3(OCCO3)c3ccccc32)c2ccccc2C12OCCO2,-8,-3,1,-1,0.9,10,13,1,-13

(list continues)
molecule,tim10-1 inh,GRIN3A LBD mod,tim23-1 inh,APJ ag,CHOP UPR activ,TIM10 inh,NALP3 yeast inh,XBP1 UPR activ,Mdm2-MdmX inh
O=C(CSc1nc(O)cc(=O)[nH]1)N1CCCc2ccccc21,32,1,39,0,0.1,13,-10,0,-1
CN(C)CCn1c2c(c(SCC(=O)Nc3nccs3)nc1=O)CCCC2,-13,1,3,-5,-1.0,-6,13,-1,7
COc1ccc(N(CC(=O)Nc2cccc(SC)c2)S(C)(=O)=O)cc1Cl,11,0,5,-1,0.2,-3,8,-7,0
COC(=O)CCC(=O)Nc1ccc(S(=O)(=O)N2CCc3ccccc32)cc1,12,1,0,1,-2.2,14,27,-1,13
Oc1cc(NCc2ccc(Cl)cc2)cc2cccnc12,5,-3,0,2,0.0,-1,9,7,47
Cc1nn(CC2CC2)c(=O)n1-c1ccc(Cl)cc1,20,0,-1,-1,-0.4,-17,6,-1,2
CC1CC(C)CN(CCCNC(=O)CCC(=O)N2CCOc3ccccc32)C1 (stereo unspecified),-2,0,13,-5,-0.5,1,-5,-3,-5
CC1=C(C(=O)Nc2ccccn2)C(c2ccccc2Cl)NC(=S)N1 (stereo unspecified),9,-2,-7,-2,3.1,18,6,-1,-10

One compound at a time, from the list above:
CC1=C(C(=O)Nc2ccccn2)C(c2ccccc2Cl)NC(=S)N1 (stereo unspecified) reads tim10-1 inh: 9; GRIN3A LBD mod: -2; tim23-1 inh: -7; APJ ag: -2; CHOP UPR activ: 3.1; TIM10 inh: 18; NALP3 yeast inh: 6; XBP1 UPR activ: -1; Mdm2-MdmX inh: -10
COc1ccc(N(CC(=O)Nc2cccc(SC)c2)S(C)(=O)=O)cc1Cl reads tim10-1 inh: 11; GRIN3A LBD mod: 0; tim23-1 inh: 5; APJ ag: -1; CHOP UPR activ: 0.2; TIM10 inh: -3; NALP3 yeast inh: 8; XBP1 UPR activ: -7; Mdm2-MdmX inh: 0

High-throughput results: PubChem, Sanford-Burnham Center for Chemical Genomics

An unsorted share of the library, and some 8.2% of all compounds hit somewhere here.
